CHO parental Ca: signal in parental CHO cells, OX1R antagonist counter-screen; inhibition, % at 5.6 µM; 330,000 compounds, 0.63% hits; parental CHO-K1, ATP-induced calcium, Fluo-8 fluorescence;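 active = inhibition above that plate's mean sample inhibition plus 3 SD, cut at about 26% in these data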;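 also: 0% = ATP-challenged DMSO wells and 100% = DMSO wells without ATP; some compounds past the cut are filed as inactive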
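Assay system: parental CHO cells; Read-out basis: percent inhibition of ATP-evoked calcium rise, normalized to controls; Benchmarks: ATP and no-ATP DMSO wells; Compound dosing: single nominal dose of 5.6 µM per compound; Signal: Fluo-8 calcium dye fluorescence; Also added: ATP as calcium-mobilizing challenge; Repeats: singlicate.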
OXTR potentiator: potentiates the human oxytocin receptor response. 320,000 compounds, 0.061% hits. activation, % at 3 µM. P30559. CHO-OTR cells, Fluo-8 calcium fluorescence, potentiator mode; 0% = oxytocin EC15, 100% = EC100;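 active = activation above that plate's cutoff, the mean activation of tested compounds plus 3 SD, cut at about 6.6% in these data, passing the limit was not always enough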;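 also: 100% uses oxytocin at 75 nM as the full agonist control; some results filed as inactive read as strong as hits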
Target sequence (P30559 whole entry, looked up): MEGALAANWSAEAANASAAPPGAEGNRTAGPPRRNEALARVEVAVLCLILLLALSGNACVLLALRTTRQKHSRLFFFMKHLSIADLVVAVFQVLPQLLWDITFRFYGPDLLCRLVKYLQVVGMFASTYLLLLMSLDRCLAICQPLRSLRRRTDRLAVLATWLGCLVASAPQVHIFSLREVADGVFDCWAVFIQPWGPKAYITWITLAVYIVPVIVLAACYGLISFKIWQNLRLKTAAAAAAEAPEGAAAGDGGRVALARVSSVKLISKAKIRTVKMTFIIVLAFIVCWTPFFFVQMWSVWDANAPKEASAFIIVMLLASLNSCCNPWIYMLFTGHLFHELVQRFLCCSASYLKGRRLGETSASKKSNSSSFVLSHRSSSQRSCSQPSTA
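test system = CHO-OTR cells, human receptor | compound = single-point 3.0 µM | schedule = 6 min compound pre-incubation at room temperature, 100 s kinetic read | signal = Fluo-8 no-wash calcium dye fluorescence, excitation 470-495 nm, emission 515-575 nm | repeats = single well per compound, singlicate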
M1 ag: human M1 muscarinic receptor agonism. 360,000 compounds, 0.33% hits. activation, % at 3 µM. P11229. CHO-K1 hM1, Fluo-8 calcium fluorescence, agonist mode; 0% DMSO, 100% acetylcholine EC100. AID 588814;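 active = activation above the run's mean compound activation plus 3 SD, cut at about 16% in these data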;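 also: peak over basal fluorescence ratio within a 140 s kinetic read after compound addition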
V1R ag counter: counter-screen for oxytocin receptor agonists: human V1a receptor agonists; 320,000 compounds, 0.25% hits; activation, % at 3 µM; P37288; CHO-V1R cells, Fluo-8 calcium fluorescence, agonist mode; 0% DMSO, 100% 3 nM vasopressin;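 active = activation above the mean activation of all tested compounds plus 3 SD, per screening run, cut at about 20% in these data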;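 also: signal is peak over basal fluorescence ratio across a 100 second FLIPR read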
CHO-K1 Ca antag: nonselective inhibitor or artifact in parental CHO-K1 cells; ATP-induced calcium, Fluo-8 fluorescence; inhibition, % at 3 µM; 360,000 compounds, 0.6% hits; AID 602250;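 active = inhibition above a per-plate cutoff, the plate's mean sample inhibition plus 3 SD, cut at about 24% in these data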;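 also: 0% = DMSO plus EC80 ATP and 100% = DMSO alone without ATP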
CHO-K1 Ca ag: M1 agonist counterscreen hit in parental CHO-K1 cells | activation, % at 3 µM | Fluo-8 calcium fluorescence; scaled to maximal ATP response, vehicle zero | 360,000 compounds, 0.48% hits; in the data active = activation above about 15%;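 also: untransfected CHO-K1 host cells lacking M1 receptor as counterscreen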
CHO-K1 Ca PAM: counter-screen for M1 PAMs: effect in parental CHO-K1 cells; ATP EC20, Fluo-8 calcium fluorescence; 0% at ATP EC20, 100% at ATP max; activation, % at 3 µM; 360,000 compounds, 0.02% hits; AID 602247;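 active = activation above the run cutoff, the mean activation of all test compounds plus 3 SD, cut at about 40% in these data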;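 also: peak over basal fluorescence ratio in a 140 s read after ATP addition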
TAAR1 ag: human TAAR1 agonism; CHO RD-HGA16 TAAR1, Fluo-8 calcium fluorescence; vehicle wells 0%, saturating PEA agonist 100%; activation, % at 3 µM; 360,000 compounds, 0.99% hits;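 active = activation above the mean activation of all test compounds in the run plus 3 SD, cut at about 38% in these data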
Target sequence (Q96RJ0 whole entry, looked up): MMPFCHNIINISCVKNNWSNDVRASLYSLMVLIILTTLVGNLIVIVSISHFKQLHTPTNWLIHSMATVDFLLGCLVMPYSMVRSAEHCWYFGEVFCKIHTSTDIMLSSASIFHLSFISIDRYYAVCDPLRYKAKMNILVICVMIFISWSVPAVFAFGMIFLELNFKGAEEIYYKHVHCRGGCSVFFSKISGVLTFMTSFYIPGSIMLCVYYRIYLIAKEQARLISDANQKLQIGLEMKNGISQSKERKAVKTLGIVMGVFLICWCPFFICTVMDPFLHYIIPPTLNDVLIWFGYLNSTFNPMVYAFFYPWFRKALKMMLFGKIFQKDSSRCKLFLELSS
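System: CHO RD-HGA16 cells carrying human TAAR1 plus Gα16; Incubation: 17-24 h seeding, 75 min 37 °C dye, 30 min RT; Measured by: Fluo-8 fluorescence, 5 s baseline then 140 s kinetic read; Control set: DMSO and PEA EC100; Replication: single well for each compound.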
TAAR1 antagonist: antagonists of human TAAR1. AID 624466. Q96RJ0. inhibition, % at 3 µM. CHO RD-HGA16 TAAR1, Fluo-8 calcium fluorescence, antagonist. 360,000 compounds, 1.5% hits;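 active = inhibition above a per-plate cutoff, the mean inhibition of test compounds on that plate plus 3 SD, cut at about 49% in these data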;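 also: 0% = DMSO plus EC80 beta-PEA response and 100% = DMSO alone without agonist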
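Material: CHO RD-HGA16 cells bearing hTAAR1; compound dosing: one-point dosing, 3 µM nominal final; schedule: dye loading 75 min at 37 °C, then 30 min room temperature; measured by: calcium fluorescence with Fluo-8; control set: vehicle and agonist controls; replication: n of 1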
* marks the source's active call; other numbers are inactive results; / = not tested or not shown.

entry | mol | CHO parental Ca | OXTR potentiator | M1 ag | V1R ag counter | CHO-K1 Ca antag
1 | CCOC(=O)N1CCN(C(=O)CCc2cc(OC)c(OC)c(OC)c2)CC1 | / | / | -1 | / | -9
2 | NS(=O)(=O)c1ccc(CNC(=O)c2cccnc2Cl)cc1 | -3 | -10 | -4 | -0.4 | -13
3 | COC(=O)c1c(C(=O)NCc2ccccc2)ncn1CC(O)COc1ccccc1 (configuration not stated) | -30 | -8 | -2 | 1.7 | 2
4 | O=S(=O)(NCCc1ccccc1)c1ccc(Cl)nc1 | 13 | 0 | -7 | 0.8 | -17
5 | Cc1ccc(Cl)c2sc(N3CCN(C(=O)c4ccco4)CC3)nc12 | -49 | -14 | -3 | -0.9 | -18
6 | O=C(c1ccc2ncsc2c1)N1CCN(c2nc3ccccc3s2)CC1 | -12 | -15 | 1 | 10 | 7
7 | COCCNC(=S)N1CCN(S(C)(=O)=O)CC1 | -3 | -3 | -4 | -0.3 | -10
8 | O=C(C1CCC1)N1CCCc2cc(S(=O)(=O)N3CCN(c4ccccc4)CC3)ccc21 | 7 | -19 | -3 | -1.2 | -3

entry | CHO-K1 Ca ag | CHO-K1 Ca PAM | TAAR1 ag | TAAR1 antagonist
1 | 0.4 | 1 | 1 | -20
2 | 0.8 | -3 | 0 | 1
3 | 1.2 | -1 | 17 | 7
4 | 0.3 | 19 | -2 | 11
5 | 1.7 | 8 | -2 | 4
6 | 9.7 | -12 | 9 | 37
7 | 1.7 | 20 | 5 | 1
8 | 1.4 | -4 | 0 | 4

The list continues.
entry | mol | CHO parental Ca | OXTR potentiator | M1 ag | V1R ag counter | CHO-K1 Ca antag
9 | CN(C)S(=O)(=O)c1cc(C(=O)Nc2ccn(C)n2)c(Cl)cc1Cl | -19 | -1 | 0 | 0.5 | 6
10 | Cc1ccccc1COc1cccc(/C=N/NC(=O)c2nnn(-c3nonc3N)c2C)c1 | -14 | -4 | -1 | 1.4 | -16
11 | CC1Cc2ccccc2N1C(=O)CSc1nnc(Cn2nnc3ccccc32)n1C (configuration not stated) | -20 | 0 | -9 | -1.0 | -9
12 | O=[N+]([O-])c1ccc2[nH]c(=S)[nH]c2c1 | / | / | -3 | / | -20
13 | O=C(N[C@@H](Cc1ccc(O)cc1)C(=O)O)c1ccncc1 | -2 | -4 | -4 | 0.0 | -3
14 | Cc1cc(-c2ccc(C)c(S(=O)(=O)NCc3ccc(OC(C)C)cc3)c2)on1 | 4 | -14 | -4 | -0.8 | -13
15 | O=C(C1CCCN(S(=O)(=O)c2ccc(F)cc2)C1)N(Cc1cccs1)C1CC1 (configuration not stated) | -19 | -16 | -3 | 3.8 | 2
16 | O=C(c1ccc(S(=O)(=O)N2CCCC2)cc1)N(Cc1ccco1)C1CCS(=O)(=O)C1 (configuration not stated) | -4 | 0 | -6 | 0.1 | 19

entry | CHO-K1 Ca ag | CHO-K1 Ca PAM | TAAR1 ag | TAAR1 antagonist
9 | 0.9 | 7 | 3 | -3
10 | 0.1 | 19 | 0 | 8
11 | 4.2 | 17 | 4 | -11
12 | 1.1 | 19 | 1 | -9
13 | 0.0 | -15 | 3 | -17
14 | 2.0 | -3 | -2 | -9
15 | 3.6 | 12 | 7 | 5
16 | 0.1 | -20 | 1 | -17

More compounds:
entry | mol | CHO parental Ca | OXTR potentiator | M1 ag | V1R ag counter | CHO-K1 Ca antag
17 | Cc1cc(NC(=O)c2ccc(N(C)S(=O)(=O)c3ccccc3)cc2)no1 | -8 | -12 | -1 | 8.7 | -19
18 | CNC(=O)c1ccccc1NC(=O)C1CC(=O)N(C(C)C)C1 (configuration not stated) | -7 | -2 | 1 | -0.1 | 14
19 | CC1(C(=O)NS(=O)(=O)c2ccc(Cl)cc2)CCN1C(=O)Cc1ccccc1Cl (configuration not stated) | / | / | -3 | / | -13
20 | CC(O)CNc1ccc(-c2nn(C)c(=O)c3ccccc23)cc1[N+](=O)[O-] (configuration not stated) | -12 | 0 | -9 | -0.8 | 3
21 | CCCc1nc2sc3c(SCC(=O)NCc4ccco4)ncnc3c2c2c1CCC2 | -14 | 0 | -9 | 0.1 | -39
22 | Cn1c(SCC(=O)Nc2cccc(Br)c2)nnc1-c1cc2ccccc2o1 | -6 | 3 | -4 | -0.6 | -5
23 | COc1ccc(CC(=O)NC(=S)Nc2ccc(S(=O)(=O)NC(C)(C)C)cc2)cc1 | 17 | -23 | 24* | 17 | 1
24 | Oc1ccc(-c2onc(C(F)(F)F)c2-c2cscn2)c(O)c1 | -3 | -3 | 0 | 3.6 | -7

entry | CHO-K1 Ca ag | CHO-K1 Ca PAM | TAAR1 ag | TAAR1 antagonist
17 | 17* | -5 | 6 | 15
18 | 0.0 | -21 | 2 | 0
19 | 0.8 | 8 | -1 | -10
20 | 0.4 | -1 | 0 | 2
21 | 0.1 | 20 | 0 | 16
22 | 0.7 | 20 | 4 | 8
23 | 11 | 29 | 53* | 31
24 | 2.4 | 20 | 3 | 7

Next entries.
entry | mol | CHO parental Ca | OXTR potentiator | M1 ag | V1R ag counter | CHO-K1 Ca antag
25 | Cc1ccc(CN2CCN(Cc3nc(C(C)C)cs3)CC2CCO)cc1 (configuration not stated) | -19 | -7 | -5 | 4.0 | -2
26 | CCOC(=O)N1CCC(NC(=O)CCC(=O)N2CC(C)Oc3ccccc32)CC1 (configuration not stated) | -21 | -12 | -2 | 0.2 | 2
27 | COCCN(CCOC)S(=O)(=O)c1ccc(C(=O)NCCCN2CCOCC2)cc1 | 56* | -7 | -5 | -0.2 | -9
28 | CC(C)=CCCC1(C)C=Cc2c(c(C)cc3c2[nH]c2cc(O)ccc23)O1 (configuration not stated) | 0 | -6 | -1 | -0.1 | 1
29 | CC(CN1C(C)CCCC1C)OC(=O)c1ccccc1F (configuration not stated) | 12 | -14 | -10 | -0.1 | -12
30 | O=C(N/N=C/c1ccco1)C1CC1 | -4 | -2 | -5 | 0.9 | -6
31 | CCOc1cc(/C=N/NC(=O)c2ccncc2)ccc1OS(C)(=O)=O | -1 | -4 | -3 | 0.8 | 8
32 | O=C(COc1ncnc2cc(Cl)ccc12)c1ccc2c(c1)OCCO2 | -16 | -10 | -2 | 0.9 | -14

entry | CHO-K1 Ca ag | CHO-K1 Ca PAM | TAAR1 ag | TAAR1 antagonist
25 | 1.2 | 9 | -4 | -11
26 | 0.3 | 2 | 10 | -3
27 | 0.2 | 9 | -4 | -9
28 | 2.5 | 22 | 7 | -21
29 | 0.1 | 7 | 1 | -15
30 | 0.7 | 19 | 2 | 9
31 | 0.6 | 6 | 4 | -16
32 | 0.9 | 24 | 2 | -19

Additional results follow.
entry | mol | CHO parental Ca | OXTR potentiator | M1 ag | V1R ag counter | CHO-K1 Ca antag
33 | Cc1cc2c(c(=O)o1)C1(C(=O)N(CC(=O)O)c3ccccc31)C(C#N)=C(N)O2 (configuration not stated) | 8 | 0 | -1 | 1.0 | -4
34 | O=c1[nH]c(-c2ccc3c(c2)OCO3)nc2c1sc(=S)n2-c1ccccc1 | -10 | -14 | -3 | 0.8 | -18
35 | O=C1c2ccccc2C(=O)N1c1cccc2cccnc12 | -2 | -3 | -2 | 0.3 | -1
36 | CCOC(=O)c1ccccc1NC(=O)COC(=O)CCC1CCCC1 | -13 | -7 | -2 | -1.0 | -4
37 | Cc1cccc(C(=O)Nc2cccc(S(=O)(=O)NCc3ccco3)c2)c1 | -17 | 3 | -4 | 0.5 | -22
38 | CCN(CC(=O)Nc1c(F)cccc1F)C(=O)C1COc2ccccc2O1 (configuration not stated) | -10 | 0 | 3 | 0.0 | 2
39 | COc1ccc(N/C=C\C(=O)c2ccc(Br)cc2)cc1OC | -9 | -2 | -5 | 1.2 | 3
40 | COc1ccccc1N1CC(O)=C(c2nc3ccccc3c(=O)[nH]2)C1=N | -18 | -7 | -9 | 1.5 | -6

entry | CHO-K1 Ca ag | CHO-K1 Ca PAM | TAAR1 ag | TAAR1 antagonist
33 | 1.1 | 20 | 12 | -8
34 | 1.0 | 3 | 2 | -1
35 | -0.7 | 0 | 1 | -2
36 | -0.7 | -11 | 1 | -18
37 | 3.1 | 2 | 1 | -9
38 | 0.2 | -12 | 3 | -5
39 | 0.4 | 14 | 0 | 5
40 | 1.8 | 6 | 19 | 15

Next results
entry | mol | CHO parental Ca | OXTR potentiator | M1 ag | V1R ag counter | CHO-K1 Ca antag
41 | O=C1Nc2ccccc2/C1=C/c1ccc([N+](=O)[O-])cc1 | 12 | -7 | -6 | 1.7 | 0
42 | O=C(NC(c1ccccc1)c1ccsc1)C1CCN(Cc2ccc(Cl)c(Cl)c2)CC1 (configuration not stated) | / | / | -6 | / | -8
43 | COC(=O)[C@@H]1C[C@@]2(O)[C@H](O)[C@H](O)[C@H](O)C[C@H]2N1Cc1cc(F)ccc1F | 1 | 5 | 1 | 1.6 | -4
44 | NC(=O)c1ccccc1NS(=O)(=O)c1ccc(F)cc1 | 14 | -6 | -3 | 0.8 | -13
45 | CC1CCC(C(C)C)C(OCC(O)CNC(C)c2ccccc2)C1 (configuration not stated) | -27 | -19 | -6 | 3.8 | -5
46 | Cc1cc(C)c2c(N)c(C(=O)Nc3ccccc3F)sc2n1 | -14 | -3 | -4 | -0.5 | 5
47 | CCOc1ccc(NC(=O)CN(C)C(=O)Cc2c[nH]c3ccccc23)cc1OCC | -3 | -5 | -3 | 0.2 | -4

entry | CHO-K1 Ca ag | CHO-K1 Ca PAM | TAAR1 ag | TAAR1 antagonist
41 | 1.8 | -13 | -1 | -6
42 | 2.6 | 19 | 9 | 32
43 | -0.2 | -1 | 3 | 2
44 | 0.4 | -6 | 3 | -6
45 | 6.5 | 10 | 37 | -7
46 | 0.0 | -9 | 0 | -11
47 | 0.3 | 5 | 1 | -7

Complete entries from above. Values in the order: CHO parental Ca, OXTR potentiator, M1 ag, V1R ag counter, CHO-K1 Ca antag, CHO-K1 Ca ag, CHO-K1 Ca PAM, TAAR1 ag, TAAR1 antagonist
`Cc1cc(C)c2c(N)c(C(=O)Nc3ccccc3F)sc2n1` reads -14, -3, -4, -0.5, 5, 0.0, -9, 0, -11
`COC(=O)[C@@H]1C[C@@]2(O)[C@H](O)[C@H](O)[C@H](O)C[C@H]2N1Cc1cc(F)ccc1F` reads 1, 5, 1, 1.6, -4, -0.2, -1, 3, 2
`CC1CCC(C(C)C)C(OCC(O)CNC(C)c2ccccc2)C1` (configuration not stated) reads -27, -19, -6, 3.8, -5, 6.5, 10, 37, -7
`NC(=O)c1ccccc1NS(=O)(=O)c1ccc(F)cc1` reads 14, -6, -3, 0.8, -13, 0.4, -6, 3, -6
`O=C(NC(c1ccccc1)c1ccsc1)C1CCN(Cc2ccc(Cl)c(Cl)c2)CC1` (configuration not stated) reads /, /, -6, /, -8, 2.6, 19, 9, 32
